KCNH2 3.1 block: qHTS for Inhibitors of KCHN2 3.1: Mutant qHTS | Potassium voltage-gated channel subfamily H member 2, brain isoform KCNH2 3.1 (human) | U2OS KCNH2 3.1, thallium flux FluxOr; hits give low values | activity change, % (tested at about 1.8 µM) | 340,000 compounds, 0.95% hits;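 active = maximum activity change below -70%; inconclusive = maximum activity change from -70% to -50%; inactive = maximum activity change above -50%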;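 also: thallium influx rate constant from kinetic fluorescence after stimulation buffer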
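Thallium flux via FluxOr fluorescence (Red40 quencher, 45 min loading) in U2OS cells virally expressing the KCNH2 3.1 isoform (1.77 x 10^8 /mL virus, overnight at 37 C). Rate constants from 2-min kinetic reads post-stimulation, normalised to positive and negative controls.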
Giardia kill: Small Molecules that selectively kill Giardia lamblia: qHTS; 340,000 compounds, 0.15% hits; activity change, % at 7.66 µM, hits read low; Giardia lamblia trophozoite viability; AID 540267, 2011; in the data active = activity change below about -80%; inconclusive = between about -30% and that limit;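 also: parasites exposed to compound for two days anaerobically before the ATP read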
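Giardia lamblia trophozoites (100 cells/well) were incubated with compounds for 48 h at 37 deg C under anaerobic conditions. Viability was read as ATP content by one-step luminescence after 15-30 min at room temperature.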
Eya2 inh: qHTS Assay for Inhibitors of the Phosphatase Activity of Eya2 | recombinant Eya2, OMFP fluorescence dephosphorylation (OMFP is methylfluorescein phosphate) | Potency, µM (highest dose often 76.9 µM), for inactives: top-dose activity, negative = inhibition, usual class: inhibitors | 330,000 compounds, 0.006% hits | Protein phosphatase EYA2 (Homo sapiens), O00167; also: potency is read from the fitted curve at half-maximal effect
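Eya2 protein (added as 0.2 uM solution) was preincubated with compound for 10 min at ambient temperature in 50 mM HEPES pH 7.5, 50 mM NaCl, 5 uM MgCl2, 0.05% BSA, 1 mM DTT. OMFP (added at 50 uM) then reacted 10 min; fluorescence read at 485/525 nm.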
hERG WT inh: qHTS for Inhibitors of KCHN2 3.1: Wildtype qHTS | activity change, % at 1.84 µM | AID 720551, 2013 | 340,000 compounds, 0.37% hits | U2OS, BacMam KCNH2, thallium flux FluxOr; hits give low values;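 active = maximum activity change below -70%; inconclusive = maximum activity change between -70% and -50%; inactive = maximum activity change above -50%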
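U2OS cells transduced with wild-type KCNH2 virus are loaded with FluxOr dye for 45 min, and thallium flux is measured in kinetic reads before and after stimulation buffer. Rate constants are normalized to DMSO controls.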
B2AR arrestin: qHTS assay of beta-arrestin-biased ligands of beta2-adrenergic receptor; beta-arrestin recruitment to beta2AR, cell-based reporter; Potency, µM (titrated, usually from 46.1 µM), without a hit: at the highest dose activation, usual class: activators; 330,000 compounds, 0.02% hits;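 also: potency is read from the fitted curve at half-maximal effect; 0% = DMSO controls and full agonism = EC100 isoproterenol or metaproterenol; nearly all actives have a fitted effect of over 65% in size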
BCR signal inh: qHTS Assay to Find Inhibitors of Chronic Active B-Cell Receptor Signaling | 340,000 compounds, 0.05% hits | Potency, µM (highest dose often 46.1 µM), inactives show at the highest dose ratio change, negative = lower green/red ratio, actives largely listed as inhibitors | ABC-DLBCL IkBa-CBG/CBR reporter, luminescence ratio, 4 h; active = well fitted inhibition curve with a large enough effect in the signal ratio, with a control signal flat, not every such curve was filed as active; inconclusive = small, poorly fitted or top-dose-only effect, or effect the other way, or a change in a side signal; the % refers to the signal ratio;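 also: potency is read from the fitted curve at half-maximal effect; plate controls were basal doxycycline-induced cells for no effect and cells given 10 µM MG132 for full effect; MG132 reads +100%, hits lower the ratio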
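Doxycycline induced both beetle luciferases in TMD8 lymphoma cells; IKK-driven degradation limits the IkappaBalpha-fused green signal, while red luminescence normalises for cell number and nonspecific effects. Compounds tested up to 46 uM, 4 hrs.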
GALK inhibitor: qHTS Assay for Inhibitors of Human Galactokinase (GALK); P51570; Purified GALK, Kinase-Glo residual ATP luminescence; Potency, µM (series often up to 57.5 µM), for the others: at the top dose activity change, negative = inhibition, usual class: inhibitors; 270,000 compounds, 0.007% hits; also: potency is read from the fitted curve at half-maximal effect
Target sequence (P51570 whole entry, looked up): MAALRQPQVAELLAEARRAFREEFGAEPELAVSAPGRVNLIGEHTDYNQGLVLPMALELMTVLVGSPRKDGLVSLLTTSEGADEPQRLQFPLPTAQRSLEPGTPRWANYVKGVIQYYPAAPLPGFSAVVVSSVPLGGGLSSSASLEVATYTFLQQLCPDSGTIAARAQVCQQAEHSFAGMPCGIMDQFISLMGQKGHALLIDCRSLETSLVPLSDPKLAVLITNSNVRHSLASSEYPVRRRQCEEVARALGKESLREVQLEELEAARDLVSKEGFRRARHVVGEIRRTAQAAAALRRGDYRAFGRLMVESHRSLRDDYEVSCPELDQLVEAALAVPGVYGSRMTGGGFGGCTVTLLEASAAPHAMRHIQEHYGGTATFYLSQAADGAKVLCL
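The enzyme phosphorylates galactose (100 uM) using ATP (35 uM); inhibition is detected as higher residual ATP, quantified by bioluminescence after 1 h reaction at room temperature, pH 8.0.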
Coupling enz: qHTS Assay for Inhibitors of Fructose-1,6-bisphosphate Aldolase from Giardia Lamblia: Coupling assay counterscreen; coupling enzyme system counterscreen, AmpLite Red fluorescence; activity change, negative = inhibition, % at 58.2 µM, hits read low; 290,000 compounds, 0.67% hits; AID 2472, 2010; in the data active = activity change below about -30%
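Counterscreen lacking aldolase: glyceraldehyde-3-phosphate coupling-enzyme reagent preincubated 10 min at RT with compound (at 57.5 uM final), then substrate/coupling system with AmpLite Red added; fluorescence read at 525/598 nm after 20 min RT.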
PKM2 activator: qHTS Assay for Activators of Human Muscle isoform 2 Pyruvate Kinase. Pyruvate kinase PKM (Homo sapiens), P14618. purified PKM2, Kinase-Glo ATP luminescence, activation; response scale: 0% is enzyme alone, no compound. Potency, µM (titrated, usually from 57.5 µM), inactives show top-dose activation, usual class: activators. 260,000 compounds, 0.34% hits. AID 1631, 2009; also: potency is read from the fitted curve at half-maximal effect; nearly all actives have a fitted effect of over 55% in size
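hPK-M2, >95% pure; 0.1 mM ADP / 0.5 mM PEP final; imidazole pH7.2 buffer w/ 7 mM MgCl2, 50 mM KCl; 1 h RT; Kinase-Glo lum. Intermediate enzyme activity for dual inhibitor/activator qHTS.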
USP2a block: qHTS Assay for Inhibitors of Ubiquitin-specific Protease USP2a Using CHOP2 as the Reporter; Ubiquitin carboxyl-terminal hydrolase 2 (Homo sapiens), O75604; USP2 core, Ub-CHOP2 coupled fluorogenic reporter, 485/531; Potency, µM (top dose mostly 38.3 µM), inactives show at the top dose activity change, negative = inhibition, most hits filed as inhibitors; 330,000 compounds, 0.01% hits;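 also: potency is read from the fitted curve at half-maximal effect; plate controls were DMSO wells for no effect and full inhibition by NEM control for full effect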
Target sequence (O75604 whole entry, looked up): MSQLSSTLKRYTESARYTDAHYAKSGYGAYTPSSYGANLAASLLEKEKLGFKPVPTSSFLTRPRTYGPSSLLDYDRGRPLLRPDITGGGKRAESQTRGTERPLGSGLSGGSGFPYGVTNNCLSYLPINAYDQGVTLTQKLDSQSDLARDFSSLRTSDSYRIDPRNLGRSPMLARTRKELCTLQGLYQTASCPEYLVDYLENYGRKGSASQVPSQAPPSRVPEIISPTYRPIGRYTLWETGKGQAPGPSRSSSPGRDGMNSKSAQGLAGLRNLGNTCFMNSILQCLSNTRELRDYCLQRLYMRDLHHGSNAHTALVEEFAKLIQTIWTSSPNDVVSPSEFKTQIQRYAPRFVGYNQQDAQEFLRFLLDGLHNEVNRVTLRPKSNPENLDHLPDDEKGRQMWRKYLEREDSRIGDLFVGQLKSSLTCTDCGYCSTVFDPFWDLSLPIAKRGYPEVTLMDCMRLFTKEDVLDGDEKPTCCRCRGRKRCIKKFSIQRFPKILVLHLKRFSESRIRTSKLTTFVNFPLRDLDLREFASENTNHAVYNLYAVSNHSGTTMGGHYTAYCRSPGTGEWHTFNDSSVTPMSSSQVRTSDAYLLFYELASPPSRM
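USP2 core (10nM final) preincubated 30min RT with compound in 20mM Tris-HCl pH 8.0, 2mM CaCl2, 2mM beta-mercaptoethanol, 0.05% CHAPS; 25nM Ub-CHOP2 plus 25nM reporter substrate added, fluorescence (Ex485/Em531) read after 60min.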
uPA generation: qHTS for Inhibitors of Cell Surface uPA Generation | Potency, µM (highest dose often 38.3 µM), inactives show at the highest dose activity change, negative = inhibition, hits mostly inhibitors | AID 540303, 2011 | cell surface uPA generation assay, qHTS | 330,000 compounds, 0.31% hits; active = well fitted inhibition curve with a large enough effect; inconclusive = small, poorly fitted or top-dose-only effect; inactive = no such curve, though single readings can be large or run the other way; tested in mouse RAW 264.7 cells; also: potency is read from the fitted curve at half-maximal effect; nearly all actives have a fitted effect of over 55% in size
* = called active by the depositor; ? = inconclusive; . = not tested or not shown; & = joins results of further samples; [ ] = another dose, or the depositor's remark. Unless noted, calls follow the shape of the dose curve; as a rule, active = well fitted curve in the direction sought with a large enough effect; inconclusive = small, poorly fitted or top-dose-only effect, or another doubt; inactive = no such curve, though single readings can be large; an effect the other way counts as inactive or inconclusive. Unless noted, % is scaled to controls: 0 for no effect and ±100 for the full control effect. The order is random. Share with any hit: about 2.4%.

SMILES	KCNH2 3.1 block	Giardia kill	Eya2 inh	hERG WT inh	B2AR arrestin	BCR signal inh	GALK inhibitor	Coupling enz	PKM2 activator	USP2a block	uPA generation
O=S(=O)(Nc1cccnc1)c1ccccc1	-9.5	-5.8&8.5	-6.2%	-6.9	0.0%	12.6%	0.0%	-1.4	17.7%	1.2%	-0.1%
CCOC(=O)C1CCCN(S(=O)(=O)c2ccc(-c3cc(C)no3)s2)C1 (configuration not stated)	-30.0	0.0	-2.5%	-1.9	0.2%	-3.5%	6.7%	.	.	-0.4%	-3.0%
S=c1[nH]nc(-c2cc(-c3ccco3)[nH]n2)n1-c1cccc2ccccc12	0.6	5.2	-12.4%	7.0	-0.1%	-0.1%	-2.1%	-5.3	16.1%	?	-3.8%
CSc1ccc(/C=N/NC(=O)c2ccc(C)c(C)c2)cc1	-15.1	7.9	-1.3%	-2.9	2.7%	1.1%	1.3%	2.6	13.0%	0.8%	-8.3%
CCOC(=O)C1CCN(c2ncnc3c2nnn3Cc2ccccc2Cl)CC1	-5.6	2.3	-2.1%	1.5	-0.1%	-0.1%	-1.4%	-4.0	0.5%	0.3%	13.6%
CCOC(=O)CC(=O)c1sc2c(c1N)c(=O)[nH]c(=O)n2-c1ccc(OC)cc1	-3.5	-3.6	-21.2%	0.8	0.2%	6.3%	3.2%	3.3	.	-1.0%	-1.2%
CCOc1ccc(NC(=O)CN(C)C(=O)CC(NC(=O)c2ccccc2)c2ccccc2)cc1OCC (configuration not stated)	-5.8	-17.2	7.1%	15.5	0.1%	17.6%	.	.	.	-0.7%	0.8%
C/C(=N\NC(N)=O)c1ccc(-n2ccnc2)cc1	-6.7	11.4	1.1%	-1.2	-0.3%	1.9%	2.1%	1.4	-2.3%	1.3%	3.6%
O=c1[nH]cnc2c1C(c1ccccc1[N+](=O)[O-])c1c(nc[nH]c1=O)O2	0.7	-4.1	2.4%	-1.1	-0.2%	?	-1.0%	-0.3	0.8%	-3.5%	4.4%
CCOC(=O)C1=C(CS(=O)(=O)c2ccccc2)NC(=O)NC1c1cc(OC)c(O)c(OC)c1 (configuration not stated)	-1.7	-12.2	2.4%	7.4	-0.7%	-1.6%	8.3%	-0.1	1.4%[0.46 µM]	0.1%	1.8%
CCOC(=O)C1=C(C)NC(C)=C(C(=O)OCC)C1C(=O)OCC(=O)N1c2ccccc2CC1C (configuration not stated)	12.3&7.2	-21.0&33.1	-14.4%	0.8&21.2	0.3%	?	1.6%	-0.7	-3.7%	-7.5%	1.9%&-2.1%
CCOC(=O)CSc1nc(=O)n2ccccc2n1	4.5	4.2	14.1%	-5.6	-0.6%	11.6%	-1.7%	-2.4	-5.1%	1.2%	2.6%
Cc1cc(C)nc(SCC(=O)Nc2ncccn2)n1	.	.	1.1%	.	-2.9%	1.7%	.	2.6	-1.8%	2.8%	.
COc1ccc(Cc2nnc(SCC(=O)c3ccc4c(c3)OCO4)o2)cc1	18.2	27.0	-4.6%	-7.1	-0.2%	0.0%	.	.	.	-0.4%	-8.2%
CCOc1cccc(C(=O)NC(=S)Nc2cccnc2)c1	-7.1	-18.4	-2.9%	-0.2	0.2%	-11.6%	.	0.0	-4.2%	1.2%	-1.3%
Cc1ccc(NC(=O)CN2C(=O)S/C(=C\c3cccn3-c3cccc(C(=O)O)c3)C2=O)c(C)c1	3.0	-15.7	-5.6%	-18.4	-0.1%	5.6%	-3.8%	4.9	?	1.3%	-2.3%
C=CCn1c(=S)[nH]c2nc3c(cc2c1=O)COC(C)(C)C3	-3.6	-20.6	-11.8%	10.2	-0.3%	10.4%	3.6%	-0.2	2.3%	2.8%	.
Cc1ccc(NC(=O)C2(c3cccs3)CCOCC2)cc1C	1.4	-2.8	0.2%	7.9	-0.5%	0.6%	0.1%	0.2	-0.8%	1.6%	1.3%
COc1ccccc1NC(=O)c1cc(Cl)nc2ccccc12	-2.5	-8.1	18.9%	-22.6	-0.6%	-17.5%	8.5%	4.3	2.6%	1.2%	-4.5%
Cn1nnnc1SCSc1nnnn1C	0.6	-0.5	-1.9%	2.4	0.3%	-0.3%	3.0%	-0.9	0.3%	0.1%	8.1%
CC1CN(C(=O)/C=C/c2ccccc2[N+](=O)[O-])CC(C)O1 (configuration not stated)	-3.6	9.6	9.1%	-9.4	-0.3%	1.4%	5.2%	0.0	1.8%	0.3%	-0.9%
O=C(COC(=O)CCN=C1NS(=O)(=O)c2ccccc21)NNC(=O)c1ccc(Cl)cc1	-6.0	4.4	20.6%	-10.9	9.2%	-1.3%	.	.	.	0.8%	2.9%
CN(Cc1cccc(F)c1)C(=O)CN1CCN(S(=O)(=O)c2ccc3c(c2)OCCCO3)CC1	3.8	16.1	-3.4%	-7.5	-1.2%	3.7%	.	.	.	-0.8%	6.3%
C[C@@H]1CC[C@@]2(O[C@H](CCO)C[C@@H](O)[C@@H]2O)O1	14.9	3.3	6.5%	7.4	-0.3%	-0.4%	.	0.6	-0.9%	-0.4%	18.9%
COCCNC(=O)/C(C#N)=C/c1c(F)cccc1Cl	-4.7	-9.2	9.0%	-2.0	-0.1%	11.1%	-8.2%	3.4	12.3%	2.2%	-7.3%
More results follow.
SMILES	KCNH2 3.1 block	Giardia kill	Eya2 inh	hERG WT inh	B2AR arrestin	BCR signal inh	GALK inhibitor	Coupling enz	PKM2 activator	USP2a block	uPA generation
CN1c2ccccc2-c2nc3ccccc3n2C1c1cccs1 (configuration not stated)	-2.3	4.5	-10.4%	-9.1	-0.5%	?	0.9%	-8.2	-5.3%	-5.4%	4.1%
O=C(CNS(=O)(=O)c1ccc(F)c(Cl)c1)N1CCCCCC1	-0.6	19.4	3.0%	2.9	-0.6%	5.2%	2.0%	-9.5	-6.8%	-0.6%	-13.4%
COc1ccc(CCNC(=O)CC(c2ccccc2)c2cccc(C)c2O)cc1OC (configuration not stated)	-1.3	-11.3	-12.0%	5.4	-0.1%	3.7%	-1.1%	1.6	4.3%	1.2%	-12.8%
O=C(NC1CCCC1)c1cc2c(=O)n3ccccc3nc2s1	11.0	6.3	2.0%	7.1	-3.5%	2.4%	.	.	.	2.5%	0.8%
Cc1cccc(NC(=S)N(CCCN2CCOCC2)C(C)c2cc3ccccc3o2)c1 (configuration not stated)	-25.3	8.8	-1.8%	-16.5	-0.2%	-2.4%	-3.2%	-1.7	3.7%	-14.2%	-27.1%
COc1ccccc1OCC(=O)N(Cc1nc(-c2ccccc2)no1)C(C)C	-18.4	25.2	-11.3%	-0.6	-0.4%	-13.1%	6.4%	-1.1	-9.9%	-4.9%	-8.9%
Cc1[nH]c(C)c(S(=O)(=O)NCCc2ccccc2)c1C(=O)N1CCCCC1	-6.5	13.8	-1.4%	11.8	0.1%	0.8%	5.3%	.	.	1.8%	0.7%
O=C1CC(c2ccncc2)c2cc3c(cc2N1)OCO3 (configuration not stated)	.	0.0	-4.0%	12.0	0.0%	?	0.1%	-1.7	-6.6%	0.3%	0.7%
Cc1nc2nc(SCC(=O)NCc3ccco3)nn2c(C)c1Cc1ccccc1	-28.3	32.4[activator]	2.1%	-16.6	3.8%	?	0.2%	0.4	19.1%	-6.2%	-7.7%
O=C(Nc1ccccc1F)c1ccc(COc2ccc(Cl)cc2Cl)o1	-17.0	1.4	-10.7%	-9.0	0.1%	0.2%	0.6%	3.2	2.4%	0.5%	-0.1%
CC(C)CN(C(=O)COC(=O)c1cccnc1Cl)c1c(N)n(Cc2ccccc2)c(=O)[nH]c1=O	-13.4	10.3	12.4%	-3.1	-0.1%	-3.5%	.	.	.	-0.1%	-2.9%
Cc1csc(=O)n1CCC(=O)OCc1nnc(-c2ccccc2)o1	0.0	14.8	28.0%	-2.8	-0.1%	-3.7%	.	.	.	-1.3%	-2.0%
CC(C)[C@H](NC(=O)c1ccccc1Cl)C(=O)OCc1cc([N+](=O)[O-])cc2c1OCOC2	-1.3	-5.5	4.0%	5.1	-0.4%	-17.7%	0.7%	0.4	-1.7%	-0.9%	1.1%

Source: PubChem
